KB-V1 MDR tox: KB-V1 MDR subline cytotoxicity. AID 1347076. hit rate 3.4% among 400,000. KB-V1 MDR cells viability, CellTiter-Glo, 72 h. Potency, µM (top dose mostly 46.1 µM), inactives show top-dose activity change, negative = cytotoxicity, actives largely listed as cytotoxic; further: potency means the concentration at half of the fitted maximal effect; on the % scale 0 is the no-effect control and ±100 the full control effect; nearly all actives have a fitted effect of over 60% in size
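Following 72 h at 37 degrees C with compound, KB-V1 cell viability was read by CellTiter-Glo luminescence, medium being phenol-red-free DMEM plus 10% FBS; concentration-response parameters came from normalized, curve-fitted qHTS data.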
S2 tox: reduces viability in counter-screen for ATXN expression inhibitors | AID 651635 | hit rate 0.49% among 400,000 | Potency, µM (series often up to 56.7 µM), usual class: cytotoxic | S2 cells (HEK-293 line with an ATXN2-luciferase reporter) viability, CellTiter-Fluor protease fluorescence, 24 h; further: potency means the concentration at half of the fitted maximal effect; nearly all actives have a fitted effect of over 40% in size
IL1B secr inh: inflammasome signaling inhibition, IL-1 beta readout; THP-1 LPS/ATP IL-1B secretion, AlphaLISA, 16 h; hits give low values; activity change, % at 57.5 µM; hit rate 4.7% among 360,000; in the data active means activity change below about -50%; inconclusive means mostly about -30% to -49%; further: on the % scale 0 is the no-effect control and ±100 the full control effect
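Secreted IL-1B measured by AlphaLISA bead assay after 16 h compound exposure of THP-1 cells; compounds (final up to 57.5 uM) added 1 h before LPS (250 ng/mL) and ATP (1.25 mM) stimulation; lower signal means less secretion.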
KB-3-1 tox: kills parental KB-3-1 adenocarcinoma cells; AID 1347075; hit rate 1.4% among 400,000; Potency, µM (highest dose often 46.1 µM), for inactives: at the top dose activity change, negative = cytotoxic, actives largely listed as cytotoxic; KB-3-1 viability, CellTiter-Glo ATP luminescence, 72 h; further: potency means the concentration at half of the fitted maximal effect; on the % scale 0 is the no-effect control and ±100 the full control effect; nearly all actives have a fitted effect of over 60% in size
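KB-3-1 cells, DMEM (no phenol red) + 10% FBS; compound by pin transfer, 72 h, 37 °C. Readout: CellTiter-Glo luminescence after 10 min. Data normalized, curve-fitted.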
HT1080 IDH1KD tx: toxicity to HT-1080 IDH1 knockdown cells (counter line); HT-1080 IDH1 knockdown viability, ATP luminescence, 48 h; Potency, µM (titrated, usually from 46.1 µM), for the others: at the highest dose activity, negative = toxicity, most hits filed as cytotoxic; hit rate 2% among 360,000;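 further: potency means the concentration at half of the fitted maximal effect; 0% = DMSO wells and -100% = cell-free medium wells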
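After a 2 h attachment period, IDH1KD HT-1080 cells took pin-transferred compound for 48 h at 37 °C; ATP-based luminescence after 10 min room-temperature reagent incubation reported viability.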
ATXN2 expr inh: reduces ATXN2 reporter expression in HEK-293 cells | AID 1745845 | hit rate 0.72% among 360,000 | Potency, µM (titrated, usually from 57 µM), inactives show at the top dose activity change, negative = inhibition, hits mostly inhibitors | HEK-293 ATXN2-luciferase reporter, luminescence, 24 h; further: potency means the concentration at half of the fitted maximal effect; on the % scale 0 is the no-effect control and ±100 the full control effect; nearly all actives have a fitted effect of over 55% in size
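qHTS (up to 57 uM final) was run with 24 h compound exposure of reporter cells at 37 °C. Each well was multiplexed: SteadyGlo luminescence measured ATXN2-luciferase expression after a fluorogenic Gly-Phe-AFC viability readout (25 uM final).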
SW480 rereplic: DNA re-replication induction in SW480 cells. SW480 DNA re-replication, Hoechst DNA content imaging, 48 h. Potency, µM (highest dose often 46.1 µM), for the others: top-dose re-replication activation, most hits filed as activators. hit rate 1.8% among 340,000. AID 624297; further: potency means the concentration at half of the fitted maximal effect; % of control where 0% means no effect; nearly all actives have a fitted effect of over 55% in size
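Hoechst fluorescence of nuclei (405 nm excitation, 500-530 nm emission) measured by plate-scanning imager after 48 hr compound exposure at 37 C; re-replication scored as increased number of nuclei with elevated intensity.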
MCF10A rereplic: inducers of DNA re-replication in MCF 10A breast cells; MCF 10A DNA re-replication, Hoechst nuclear intensity, 48 h; Potency, µM (series often up to 46.1 µM), for the others: top-dose activity, positive = re-replication, hits mostly activators; AID 624296; hit rate 2.9% among 350,000; further: potency means the concentration at half of the fitted maximal effect; % of control where 0% means no effect; nearly all actives have a fitted effect of over 50% in size
HT1080-NT tox: kills 2HG-producing HT-1080-NT fibrosarcoma cells; hit rate 1.6% among 360,000; Potency, µM (highest dose often 46.1 µM), for the others: at the highest dose activity, negative = less viability, hits mostly cytotoxic; HT-1080-NT fibrosarcoma viability, CellTiter-Glo ATP luminescence, 48 h;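 further: NT is the 2HG producing partner of a matched IDH1 knockdown line; potency means the concentration at half of the fitted maximal effect; 0% = DMSO-treated cells and -100% = media-only wells without cells; nearly all actives have a fitted effect of over 55% in size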
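750 cells/well, RPMI + 5% FBS; 2 h settle, compound pin-transfer, 48 h at 37 degrees C. CellTiter-Glo 10 min RT, luminescence. Normalized to DMSO and media-only wells.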
Starred values were filed as active, the others as inactive; i = inactive; ? = inconclusive; · = no result given; [ ] = dose if it differs, or a comment. Unless noted, the call rests on the fitted dose curve; in most records, active means well fitted curve in the direction sought with a large enough effect; inconclusive means small, poorly fitted or top-dose-only effect, or another doubt; inactive means no such curve, though single readings can be large; an effect the other way counts as inactive or inconclusive.

SMILES	KB-V1 MDR tox	S2 tox	IL1B secr inh	KB-3-1 tox	HT1080 IDH1KD tx	ATXN2 expr inh	SW480 rereplic	MCF10A rereplic	HT1080-NT tox
CN(C)c1ccc(C(=O)OCC(=O)N2CCOCC2)cc1	5.5%	i	5.1	20.5%	3.2%	41.0%[activator]	-3.0%	3.3%	3.2%
COC(=O)c1cc2sc(C)cc2n1CC(=O)Nc1ccc(C)cc1Cl	-9.6%	i	·	0.6%	·	8.4%	·	·	·
COc1cccc(CSc2nc3nc(C)cc(C)n3n2)c1	-22.5%	i	0.0	0.0%	-3.4%	-0.3%	-6.4%	0.4%	-5.1%
CC1CCc2c(C(=O)NCc3cccnc3)csc2C1 (stereo not given)	-11.5%	i	-3.2	-10.8%	-4.3%	·	-1.9%	-4.7%	-3.3%
COc1ccc2c(c1)-c1nc(NC(=O)c3ccc(Cl)cc3)sc1CC2	-21.6%	i	·	1.6%	·	-1.3%	·	·	·
Cc1ccc2c(c1)C(O)(CC(=O)/C=C/C=C/c1ccccc1)C(=O)N2 (stereo not given)	1.3%	i	-55.7*	-12.7%	-6.1%	3.7%	-0.5%	?	-7.6%
COc1cc(Br)cc(Br)c1OCC(=O)N/N=C/c1c(C)n(C)n(-c2ccccc2)c1=O	3.7%	i	-9.1	10.8%	15.1%	0.2%	23.4%	1.4%	11.9%
CCN(CC)S(=O)(=O)c1ccc(N=Nc2c(N)[nH]c(=O)[nH]c2=O)cc1	11.4%	i	-4.7	-3.7%	14.4%	-12.0%	-15.9%	4.3%	19.3%
CC(Sc1nnc(Cc2cccs2)n1C1CCCCC1)C(=O)N1CCc2ccccc21 (stereo not given)	?	?	-66.8*	?	-23.3%	-14.6%	-5.9%[9.22 µM]	?	-20.4%
CCOCCCNC(=S)Nc1cc(C)cc(C)c1	-7.5%	i	-5.2	-3.0%	14.6%	8.3%	-2.1%	-0.8%	12.6%
CC(C)CCN(C(=S)Nc1cccc(F)c1)C1CCN(C(C)C)CC1	?	i	-92.0*	?	-19.4%	·	-6.5%	6.3%	-1.9%
COc1ccc(S(=O)(=O)N2CCCC2)cc1NC(=O)c1ccccc1F	10.4%	i	16.8	2.2%	6.5%	-1.8%	-13.4%	-0.7%	18.9%
Cc1csc(=O)n1CC(=O)OCC(=O)Nc1ccc(F)c(F)c1	1.0%	i	-10.5	2.0%	0.6%	2.7%	-62.3%[inhibitor]	16.2%	-1.5%
CN(C(=O)COC(=O)CCc1c[nH]c2ccccc12)C(c1ccccc1)c1ccccc1	?	i	-5.8	-0.1%	-5.7%	-27.9%	-5.6%	5.2%	-2.4%
O=C(Nc1ccc(F)cc1)c1cncs1	4.1%	i	18.0	-5.2%	7.3%	-9.8%	7.3%	-0.1%	12.2%
CCOc1ccccc1NC(=O)/C=C/c1ccc(S(=O)(=O)N2CCOCC2)cc1	?	i	-7.0	-9.6%	-5.1%	-0.3%	1.6%	2.0%	-2.1%
CSc1ncccc1C(=O)Nc1cccc(S(=O)(=O)N2CCCC2)c1	-12.2%	i	8.2	7.1%	10.4%	-4.7%	-0.5%	8.9%	-0.2%[9.24 µM]
C/C(=N/NC(=O)Cc1cccs1)c1ccco1	?	?	-1.5	15.6%	14.3%	1.7%	-23.0%	-4.0%	13.2%
COc1ccc2nc(NC(=O)CSc3cn[nH]n3)sc2c1	1.3%	i	-1.1	-2.2%	-3.0%	37.9%[activator]	-0.5%	-0.9%	-22.3%
Cn1c(=O)c2c(ncn2CC(=O)Nc2ccccc2)n(C)c1=O	-12.5%	i	7.6	0.2%	7.6%	6.2%	-7.5%	5.1%	12.5%
COc1ccc(C(=O)NC(=S)Nc2ccc(N3CCOCC3)c(Cl)c2)cc1[N+](=O)[O-]	-25.0%	?	6.6	-3.1%	0.3%	-16.6%	-0.4%	-1.8%	-1.3%
COc1cc(C(=O)NCCCNc2nc3c(C)cc(C)cc3cc2C#N)cc(OC)c1OC	-1.7%	i	4.3	-3.8%	11.1%	-1.1%	?	?	-13.1%
Cc1ccc(-c2nnc(SCC(=O)N/N=C/c3ccc(C(=O)O)cc3)n2C2CCCCC2)cc1	-0.3%	i	-19.2	18.7%	-1.4%	3.9%	?	-3.8%	-1.9%
COc1ccc(C(C)=O)cc1CSc1nnc(C)n1-c1ccccc1	20.6µM*	i	-7.7	-1.2%	-2.2%	0.7%	-3.3%	1.6%	-0.2%
COC(=O)Cc1ccc(NC(=S)N2CCN(c3ccc(F)cc3)CC2)cc1	?	i	-0.4	-15.2%	9.0%	-11.3%	-97.0%[inhibitor]	-68.4%[inhibitor]	0.0%

3 entries from above, arranged by the value under IL1B secr inh, ascending:
SMILES | IL1B secr inh
CC(Sc1nnc(Cc2cccs2)n1C1CCCCC1)C(=O)N1CCc2ccccc21 (stereo not given) | -66.8*
CC1CCc2c(C(=O)NCc3cccnc3)csc2C1 (stereo not given) | -3.2
COc1cccc(CSc2nc3nc(C)cc(C)n3n2)c1 | 0.0

(continued)
SMILES	KB-V1 MDR tox	S2 tox	IL1B secr inh	KB-3-1 tox	HT1080 IDH1KD tx	ATXN2 expr inh	SW480 rereplic	MCF10A rereplic	HT1080-NT tox
CC(C)c1ccc(NC2CCCN(C(=O)c3n[nH]c4c3CCC4)C2)cc1 (stereo not given)	-20.9%	i	?	?	-28.6%	-7.8%	-28.1%	3.1%	2.0%
CCCn1c(=N)n(CC(=O)c2ccc([N+](=O)[O-])cc2)c2ccccc21	?	·	-52.9*	?	-17.5%	?	-3.5%	14.6µM*	-17.1%
O=C(CSc1nc2ncccc2[nH]1)c1ccc(F)cc1	-4.2%	i	-18.8	10.3%	12.5%	-4.5%	-7.0%	1.0%	17.1%
O=c1c2ccccc2nnn1CSc1nnnn1-c1ccc(O)cc1	-22.5%	i	9.6	-7.3%	-8.5%	·	-46.2%[inhibitor]	20.0%	-19.9%
COc1ccc(N2CCN(CCNC(=O)Nc3cc(Cl)ccc3OC)CC2)cc1	4.6%	?	-7.2	-2.0%	-4.7%	·	15.5%	-10.8%	-25.2%
CCOc1ccc(NC(=O)N2CCC(n3c(C)nc4cccnc43)CC2)cc1	0.5%	i	·	5.5%	·	-0.6%	·	·	·
Cc1cc(SCC(=O)c2ccc(O)c(O)c2)n2nc(C)c(-c3ccccc3)c2n1	?	?	0.0	?	9.2µM*	?	7.31µM*	?	8.2µM*
Nc1ccc(C(=O)N2N=C(c3ccc(F)cc3)CC2(O)C(F)(F)F)cc1 (stereo not given)	-0.7%	i	-5.4	-0.2%	-5.3%	-13.1%	-5.6%	1.5%	-2.7%
O=C(CCCc1ccccn1)c1cccc2ccccc12	-21.2%	i	-4.3	-14.6%	-3.6%	89.1%[activator]	29.7%	?	-0.5%
O=C1CSc2ccc(C(=O)N3CCCCC3)cc2N1	-14.1%	i	20.9	1.8%	-1.4%	·	·	·	8.6%
CCC1CCCCN1C(=O)Cn1c(=O)n(-c2ccccc2C(F)(F)F)c(=O)c2c(C)c(C(=O)N(C)C)sc21 (stereo not given)	-6.2%	i	·	17.4%	·	6.7%	·	·	·
COc1ccc(Cl)cc1NC(=O)c1nnn(CC(=O)Nc2cc(C)cc(C)c2)c1N	0.0%	i	3.1	-1.9%	7.2%	-25.5%	27.6%	1.7%	-2.0%
CCN(CC)CCNC(=O)c1sc2nc(C)cc(C)c2c1-n1cccc1	2.1%	i	·	7.2%	·	-5.9%	·	·	·
CCOC(=O)c1c(C)[nH]c(C)c1S(=O)(=O)N1CCC(C(=O)NCc2ccc(C)cc2)CC1	13.7%	i	·	5.0%	·	2.2%	·	·	·
O=C1S/C(=C/c2ccccc2)C(=O)N1CC(O)Cn1c2ccccc2c2ccccc21 (stereo not given)	9.4%	i	-14.0	-17.6%	0.2%	-12.2%	-1.4%	9.0%	-9.1%
COC(=O)CSc1nc2ccc(N)cc2s1	-0.7%	i	59.8	-0.8%	6.2%	16.8%	-7.0%	-5.9%	9.5%
CC1(C(=O)Nc2ccc3c(c2)OCCO3)CN(S(C)(=O)=O)CC(=O)N1CCCN1CCOCC1 (stereo not given)	3.8%	·	24.5	1.6%	29.8%	·	·	·	26.5%
Cc1cccc(NC(=S)N(CCCN2CCOCC2)Cc2cn(C)c3ccccc23)c1	-22.7%	i	-7.2	?	0.3%	?	?	?	-6.7%
Cc1c(N=Cc2c(O)n(C3CCCCC3)c(=O)[nH]c2=O)c(=O)n(-c2ccccc2)n1C	-2.0%	i	0.0	1.7%	2.5%	-6.2%	-1.9%	-1.6%	-3.3%
CC1(C)CC(=O)C2=C(C1)Nc1ccccc1NC2	5.0%	i	4.5	-6.4%	-5.4%	5.9%	?	6.0%	0.9%
Nc1ccc(C(=O)Nc2ccc(Nc3ccncc3)cc2)c([N+](=O)[O-])c1	12.7%	i	1.7	?	1.5%	·	·	·	4.4%
O=C(Nc1ccc(F)cc1)c1ncn(-c2ccccc2)n1	-4.4%	i	·	-11.2%	·	37.9%[activator]	·	·	·
COc1cccc(C(C(=O)NC2CCCCC2)N(CCN2CCOCC2)C(=O)C2COc3ccccc3O2)c1 (stereo not given)	?	i	-0.3	-3.6%	2.9%	-24.8%	-0.8%	?	0.9%
O=C(NCCN1CCOCC1)NC1(C(F)(F)F)Oc2ccc(Cl)cc2O1 (stereo not given)	?	i	31.5	4.61µM*	-33.2%	0.0%	8.8%	19.8%	-21.3%
COCCN(C(=S)Nc1cc(C)cc(C)c1)C(C)c1ccco1 (stereo not given)	-2.8%	i	-12.2	0.9%	2.5%	·	-4.2%	3.0%	12.2%
CCOc1ccc2[nH]c(S(=O)(=O)CC)nc2c1Cl	11.3%	i	7.4	-8.1%	13.7%	-0.4%	3.5%	-5.9%	6.9%
O=C(Oc1ccccc1N1C(=O)C2CC=CCC2C1=O)c1ccc(Br)cc1 (stereo not given)	-15.0%	i	-0.3	-10.2%	?	-0.8%	26.9%	2.4%	-41.4%

Screening data from PubChem BioAssay.
